PolyA inhibitor: inhibitors of polyadenylation in S. cerevisiae | hit rate 0.02% among 300,000 | S. cerevisiae SKY197-pL101 polyadenylation reporter, beta-gal luminescence; efflux-impaired pdr1/pdr3 knockout yeast; score 100 = 6 SD above DMSO | calls only at 12 µM;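 active means lowest replicate activity score at least 50, where 100 means six control SD above control mean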;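 further: yeast exposed to compound for 9 h at 30 °C; higher score means more reporter readthrough which indicates perturbed polyadenylation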
HIF act: HIF pathway transcriptional activation; U2OS HRE-luciferase reporter, luminescence; normalized: DMSO 0%, desferrioxamine 100%; activation, % at 7.5 µM (by protocol); hit rate 0.32% among 300,000; AID 1910;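 active means mean activation of at least 10% of the iron chelator positive control signal, with at least half of replicates also reaching 10%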
MrgX1 antagonist: antagonists of human MrgX1 receptor; hit rate 1.3% among 310,000; Q96LB2; MRGX1-HEK293 calcium flux, Fluo-4, BAM8-22 antagonism; stronger effect = lower value; B-score at 10 µM;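 active means calcium-response B-score plate-corrected more than 3 library SD below zero, starting fluorescence within 5 deviations, no agonist response on first addition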;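 further: peak minus trough fluorescence over baseline after final BAM8-22 challenge near maximal dose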
MrgX1 agonist: human MrgX1 receptor agonism, primary screen | Q96LB2 | MrgX1-HEK293 cells, Fluo-4 calcium fluorescence, agonist mode; stronger effect = higher value | B-score at 10 µM | hit rate 0.44% among 310,000 | AID 588627;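 active means calcium response B-score plate-corrected fluorescence ratio at least 3 library SD, with starting fluorescence B-score inside 5 SD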
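Test system: Stable human MrgX1 HEK293 cell line | Schedule: Overnight plating before 1 h dye loading | Read-out basis: Baseline-normalised fluorescence change ratio, B-scored | Detection: Kinetic calcium dye fluorescence, Fluo-4 NW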
MrgX1 allo act: human MrgX1 positive allosteric modulation, primary screen; Q96LB2; MrgX1-HEK293, Fluo-4 calcium flux, FDSS; stronger effect = higher value; B-score at 10 µM; hit rate 0.63% among 310,000;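 active means plate-corrected calcium response at least 3 library SD above typical, normal starting fluorescence, not activating the receptor alone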;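 further: compound read alongside a low EC10 to EC30 dose of BAM8-22 agonist; peak minus trough fluorescence over baseline measured at the second addition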
TRPC4 inh: TRPC4 (mouse) channel inhibition. Q9QUQ5. HEK293 TRPC4beta/mu-opioid, DAMGO-evoked Fluo4 calcium flux; stronger effect = lower value. B-score at 10 µM. hit rate 0.39% among 300,000;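 active means B-score over 3 SD under the library average, no early fluorescence shift, positive overall ratio signal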
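test system = HEK293 cells with stable TRPC4beta plus mu-opioid receptor expression | detection = Fluo4 Ca2+ flux fluorescence | read-out = integrated fluorescence ratio relative to baseline, converted to per-well B score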
TRPC6 activator: mouse TRPC6 channel activation; B-score at 10 µM; hit rate 0.13% among 310,000; HEK293-TRPC6 membrane potential dye fluorescence; stronger effect = higher value; Q61143;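 active means B-score of the integrated fluorescence ratio above library mean plus 3 SD, and starting fluorescence ratio within library mean plus 5 SD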;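 further: higher score means more depolarization so channel activation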
Target sequence (Q61143 whole entry, looked up): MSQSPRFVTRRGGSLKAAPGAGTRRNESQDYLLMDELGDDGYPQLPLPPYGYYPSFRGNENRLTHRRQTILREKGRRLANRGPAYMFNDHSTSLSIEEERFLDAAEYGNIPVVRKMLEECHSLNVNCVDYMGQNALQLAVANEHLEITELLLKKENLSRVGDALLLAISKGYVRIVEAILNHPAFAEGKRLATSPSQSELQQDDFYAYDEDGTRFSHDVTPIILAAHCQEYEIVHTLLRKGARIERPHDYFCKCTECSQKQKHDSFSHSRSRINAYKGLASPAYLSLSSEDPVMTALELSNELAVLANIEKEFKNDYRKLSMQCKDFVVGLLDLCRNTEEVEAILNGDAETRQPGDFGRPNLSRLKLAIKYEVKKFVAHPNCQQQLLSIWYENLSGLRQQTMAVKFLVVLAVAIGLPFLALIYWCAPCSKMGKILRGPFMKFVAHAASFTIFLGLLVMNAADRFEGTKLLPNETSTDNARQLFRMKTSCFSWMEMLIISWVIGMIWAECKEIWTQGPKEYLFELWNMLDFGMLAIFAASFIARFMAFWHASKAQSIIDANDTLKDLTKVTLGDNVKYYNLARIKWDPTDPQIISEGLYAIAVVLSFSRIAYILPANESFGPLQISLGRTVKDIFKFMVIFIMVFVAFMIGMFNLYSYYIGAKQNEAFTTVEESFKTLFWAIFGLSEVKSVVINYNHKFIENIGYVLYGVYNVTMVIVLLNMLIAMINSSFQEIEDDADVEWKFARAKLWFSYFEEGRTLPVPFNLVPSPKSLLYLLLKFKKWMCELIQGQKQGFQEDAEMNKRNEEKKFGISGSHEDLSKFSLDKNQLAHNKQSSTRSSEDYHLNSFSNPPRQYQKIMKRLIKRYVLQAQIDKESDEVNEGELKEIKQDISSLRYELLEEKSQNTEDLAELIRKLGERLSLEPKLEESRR
TRPC4 act: activators of mouse TRPC4 channel; Q9QUQ5; HEK293 TRPC4beta/mu-opioid, Fluo4 calcium fluorescence; stronger effect = higher value; B-score at 10 µM; hit rate 0.49% among 310,000; AID 2237;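 active means B-score above 5 SD of library B-scores, and initial fluorescence ratio not above library mean plus 5 SD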;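 further: positive B-score marks a calcium rise read as TRPC4 activation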
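Incubation: 45 min room-temperature Fluo4 loading, 110 s read / System: HEK293 cells stably co-expressing mouse TRPC4beta and mu-opioid receptor / Signal: Fluo4 fluorescence, kinetic / Control set: buffer (low) and maximal DAMGO (high) / Measure: integrated baseline-normalised fluorescence ratio, converted to per-well B score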
TRPC6 inh: blocks the mouse TRPC6 cation channel. Q61143. HEK293-TRPC6, membrane potential dye, ACh-evoked depolarization; stronger effect = lower value. B-score at 10 µM. hit rate 1.1% among 310,000. AID 2553;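 active means B-score under library mean minus 3 SD, initial fluorescence not abnormally high, positive integrated signal ratio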;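 further: B-score derived from integrated fluorescence ratio over the kinetic read; more negative B-score means stronger inhibition of depolarization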
TRPC4 potent: TRPC4 (mouse) allosteric potentiation; hit rate 0.42% among 310,000; HEK293 TRPC4beta/mu-opioid, DAMGO EC20, Fluo-4 Ca2+ flux; stronger effect = higher value; B-score at 10 µM;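 active means B-score of calcium response area above 5 SD of library B-scores, with initial fluorescence ratio within 5 SD of library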;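 further: B-score of integrated fluorescence ratio over time as area under calcium response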
AI-2 QS modul: modulators of Vibrio harveyi AI-2 quorum sensing system | AID 2094 | Vibrio harveyi JMH597 AI-2 luminescence/OD600 ratio, 9 h; stronger effect = lower value; strain lacks LuxN and CqsS sensors; 0 = neutral-control median | hit rate 0.4% among 300,000 | activity change, % at 7.5 µM; in the data active means activity change below about -75%, passing the limit was not always enough;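 further: luminescence divided by OD600 gain over 9 h not by final OD600 alone; inactives centre near 13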
Numbers without * were called inactive; i = inactive; x = not tested or not shown. Not all compounds are listed; count on the stated rates, not on these rows.

SMILES	PolyA inhibitor	HIF act	MrgX1 antagonist	MrgX1 agonist	MrgX1 allo act	TRPC4 inh	TRPC6 activator	TRPC4 act	TRPC6 inh	TRPC4 potent	AI-2 QS modul
COc1cccc(NC(=O)C2C3C=CC4(O3)C2C(=O)N(C2CC2)C4C(=O)NC2CCCCC2C)c1 (configuration not stated)	i	-0.2	i	i	i	i	i	i	i	i	12
CCOc1ccc(-c2csc(NC(=O)CSCC(=O)O)n2)c2ccccc12	i	0.0	i	i	i	i	i	i	i	i	19
COc1cccc(-c2nnc(-c3ccc(C)o3)o2)c1	i	-4.0	i	i	i	i	i	i	i	i	23
COc1ccc(CCN2C(=S)N(c3ccccc3)C(=O)C2CC(=O)O)cc1OC (configuration not stated)	i	-2.5	i	i	i	i	i	i	i	i	8
Cc1cccc(NC(=O)c2ccc([N+](=O)[O-])s2)n1	i	1.3	i	i	i	i	i	i	i	i	-21
Cc1ccc(NC(=O)COC(=O)C2=COCCO2)c([N+](=O)[O-])c1	i	0.6	i	i	i	i	i	i	i	i	12
CC(CN1C(C)CCCC1C)OC(=O)c1ccccc1Cl (configuration not stated)	i	0.4	i	i	i	i	i	i	i	i	15
Cc1cc(N2CCCCC2)ccc1[N+](=O)[O-]	i	0.0	i	i	i	i	i	i	i	i	-17
O=C(c1ccccc1)n1ccc(-c2cnc(-c3ccccc3)s2)n1	i	0.1	i	i	i	i	i	i	i	i	14
COc1ccc2c(C)cc(=O)[nH]c2c1	i	-0.5	i	i	i	i	i	i	i	i	5
COc1ccc(C)cc1NC(=O)CNc1ccccc1CN(C)C1CCCCC1	i	-0.4	i	i	i	i	i	i	i	i	21
Cc1ccnc(NS(=O)(=O)c2cccs2)c1	i	-0.1	i	i	i	i	i	i	i	i	-3
COc1ccc(Br)cc1CN(C)C(=O)Cc1ccc(S(=O)(=O)N2CCOCC2)s1	i	0.0	i	i	i	i	i	i	i	i	23
O=C(c1ccc([N+](=O)[O-])cc1)N1CCc2ccccc2C1	i	0.2	i	i	i	i	i	i	i	i	16
O=C(Cc1ccccc1)n1nc(-c2ccccc2)nc1NCc1ccco1	i	1.4	i	i	i	i	i	i	i	i	39
OCC1OC(Oc2c[nH]c3ccccc23)C(O)C(O)C1O (configuration not stated)	i	0.2	i	i	i	i	i	i	i	i	16
Cc1ccc(NC(=O)C2CCN(C(=O)c3ccccc3C)CC2)nc1	i	0.7	i	i	i	i	i	i	i	i	9
Cc1c(C(=O)Nc2cccc([N+](=O)[O-])c2)csc1-c1ccccc1	i	1.0	i	i	i	i	i	i	i	i	24
Cc1cc(C)nc(-n2ncc3c2CC(c2ccccc2)CC3=O)n1 (configuration not stated)	i	0.0	i	i	i	i	i	i	i	i	12
Cc1ccc(S(=O)(=O)NC2=NCN(CCN3CCOCC3)CN2)cc1	i	0.1	i	i	i	i	i	i	i	i	13
CCCCCCOc1ccc(C(CC(=O)O)C(N)=O)cc1 (configuration not stated)	i	-0.2	i	i	i	i	i	i	i	i	37
CC(NC(=O)/C=C/c1ccco1)c1nc2ccccc2n1Cc1cccc(Cl)c1 (configuration not stated)	i	0.2	i	i	i	i	i	i	i	i	-3
Cc1ccc(OCC(=O)Nc2ccc(F)cc2)c([N+](=O)[O-])n1	i	4.5	i	i	i	i	i	i	i	i	19
COC(=O)c1cc(S(=O)(=O)N2CCCCCC2)cn1C	i	0.4	i	i	i	i	i	i	i	i	16
CC(=O)O[C@H]1CC(C)(C)C(=C=C/C(C)=C/C=C/C(C)=C/C=C/C=C(C)/C=C/C=C(\C)C(=O)C[C@@]23O[C@]2(C)C[C@@H](O)CC3(C)C)[C@](C)(O)C1	i	-0.8	i	i	i	i	i	i	i	i	15
CC/C(=N\Nc1ccccc1[N+](=O)[O-])c1ccc(O)cc1	i	0.9	i	i	i	i	i	i	i	i	-10
O=C1C(C2=NC(c3ccccn3)C3C(=O)N(c4ccccc4)C(=O)C23)=C(O)c2ccccc21 (configuration not stated)	i	-0.1	i	i	i	i	i	i	i	i	19
CN(C)/C=N/c1sccc1C(N)=O	i	-2.2	i	i	i	i	i	i	i	i	12
NC(=O)CSc1nccn1Cc1ccc(Cl)cc1	i	0.1	i	i	i	i	i	i	i	i	11
CCn1cc(/C=N\NC(=O)c2csc3ccccc23)c(C)n1	i	-0.8	i	i	i	i	i	i	i	i	2

Full records, looked up by structure.
OCC1OC(Oc2c[nH]c3ccccc23)C(O)C(O)C1O (configuration not stated) in the list: PolyA inhibitor: i; HIF act: 0.2; MrgX1 antagonist: i; MrgX1 agonist: i; MrgX1 allo act: i; TRPC4 inh: i; TRPC6 activator: i; TRPC4 act: i; TRPC6 inh: i; TRPC4 potent: i; AI-2 QS modul: 16
O=C1C(C2=NC(c3ccccn3)C3C(=O)N(c4ccccc4)C(=O)C23)=C(O)c2ccccc21 (configuration not stated) in the list: PolyA inhibitor: i; HIF act: -0.1; MrgX1 antagonist: i; MrgX1 agonist: i; MrgX1 allo act: i; TRPC4 inh: i; TRPC6 activator: i; TRPC4 act: i; TRPC6 inh: i; TRPC4 potent: i; AI-2 QS modul: 19

(continued)
SMILES	PolyA inhibitor	HIF act	MrgX1 antagonist	MrgX1 agonist	MrgX1 allo act	TRPC4 inh	TRPC6 activator	TRPC4 act	TRPC6 inh	TRPC4 potent	AI-2 QS modul
COC(=O)Cn1nc(-c2ccc(C)cc2)c2ccccc2c1=O	i	0.0	i	i	i	i	i	i	i	i	13
COc1cc(OC)cc(-c2nc3ccccc3c(=O)o2)c1	i	0.0	i	i	i	i	i	i	i	i	10
O=C(COC(=O)c1ccc(Br)o1)NCCc1ccccc1	i	-0.5	i	i	i	i	i	i	i	i	25
CC(=O)Nc1c2c(nn1-c1ccc(C)cc1C)CSC2	i	-0.3	i	i	i	i	i	i	i	i	5
Cc1ccc(C(=O)Oc2ccc3c(c2)ncn3C)cc1	i	0.5	i	i	i	i	i	i	i	i	16
Cc1ccccc1-c1nnc(SCC#N)o1	i	0.7	i	i	i	i	i	i	i	i	33
Cc1cccc(NC(=S)NC2CC3CCCC(C2)N3Cc2cccs2)c1C (configuration not stated)	i	-0.4	i	i	i	i	i	i	i	i	7
CC(C)c1nnc(NC(=O)CS(=O)(=O)c2ccccc2)s1	i	0.0	i	i	i	i	i	i	i	i	24
Cc1cccc(N2CCN(C(=O)C3CCN(S(=O)(=O)c4c(C)noc4C)CC3)CC2C)c1 (configuration not stated)	i	0.1	i	i	i	i	i	i	i	i	14
CCOC(=O)c1c(C)[nH]c(C)c1C(=O)COC(=O)c1cc2ccccc2cc1O	i	-0.2	i	i	i	i	i	i	i	i	-7
CCOC(=O)c1oc2ccccc2c1NC(=O)c1ccco1	i	-0.9	i	i	i	i	i	i	i	i	6
Cc1cc(F)ccc1NC(=O)c1cccnc1	i	-1.2	i	i	i	i	i	i	i	i	10
CC(=O)c1ccccc1C(=O)N1CCCC(CCC(=O)N2CCN(c3ccccn3)CC2)C1 (configuration not stated)	i	-0.7	i	i	i	i	i	i	i	i	48
Cc1ccc(C)c(OCCn2ccnc2)c1	i	-26	i	i	i	i	i	i	i	i	5
CC(=O)Nc1ccc(S(=O)(=O)N2CCN3CCCC3C2)cc1 (configuration not stated)	i	0.0	i	i	i	i	i	i	i	i	16
OCC(CO)(CO)NCc1ccc(-c2ccccc2)cc1	i	-0.1	i	i	i	i	i	i	i	i	8
COc1ccc(CSCC(=O)N/N=C/c2ccccc2OCc2ccccc2)cc1	i	-0.2	i	i	i	i	i	i	i	i	44
CN(C)c1nc(Oc2ccc(OCCOc3ccccc3)nn2)nc(N(C)C)n1	x	-0.8	i	i	i	i	i	i	i	i	-3
COC(C[C@@H](O)CC(=O)[C@@H](C)OCc1ccccc1)OC	i	0.8	x	x	x	i	i	i	i	i	-7
COc1cc(SC)ccc1C(=O)Nc1ccc2c(c1)OCCO2	i	0.7	i	i	i	i	i	i	i	i	1
Cc1ccc(NC(=O)C2CCN(S(=O)(=O)c3ccc4c(c3)NC(=O)C(C)S4)CC2)c(C)c1 (configuration not stated)	i	-0.1	i	i	i	i	i	i	i	i	19
COc1ccccc1C(CNC(=O)COc1ccccc1C)N1CCCC1 (configuration not stated)	i	0.2	i	i	i	i	i	i	i	i	13
CCOC(=O)c1ccc(N2N=C(C)/C(=C/C=C/c3ccco3)C2=O)cc1	i	-0.4	i	i	i	i	i	i	i	i	7
N/C(=N\OC(=O)C1CCCCC1)c1cccnc1	i	1.3	i	i	i	i	i	i	i	i	35
CSc1ccccc1NC(=O)CN(C)CC(=O)Nc1ccc(Cl)cc1[N+](=O)[O-]	x	x	i	i	i	i	i	i	i	i	13
S=C(NCc1ccco1)Nc1ccc(Cl)cc1	i	0.3	i	i	i	i	i	i	i	i	-10
Nc1cc(-c2ccc(Br)cc2)nn1S(=O)(=O)c1ccccc1	i	-0.1	i	i	i	i	i	i	i	i	40
O=C(Nc1ccc(SC(F)(F)F)cc1)c1ccccn1	i	0.4	i	i	i	i	i	i	i	i	-39
Cc1cc(C)c(S(=O)(=O)Nc2nccs2)c(C)c1	i	-1.4	i	i	i	i	i	i	i	i	12
Cc1ccc(NC(=O)CN(C)C(=O)Cc2ccc(Cl)c(Cl)c2)cc1	i	0.4	i	i	i	i	i	i	i	i	22
Cc1csc(NC(=O)c2cc(-c3ccncc3)nc3ccccc23)n1	i	0.3	i	i	i	i	i	i	i	i	6
CCC(=O)N1C(C(=O)N2CCCC2)CSC1c1ccc(OC)cc1 (configuration not stated)	i	x	i	i	i	i	i	i	i	i	6
Nc1cc(=O)[nH]c(SCC(=O)Nc2ccc(Oc3ccccc3)cc2)n1	i	0.7	i	i	i	i	i	i	i	i	-6
O=C(C1CC1)N1CCN(C(c2ccccc2)c2ccccc2)CC1	i	-0.3	i	i	i	i	i	i	i	i	7
Cc1ccc(NC(=O)[C@H](NC(=O)[C@@H]2Cc3ccccc3CN2)c2ccccc2)cc1C	i	0.3	i	i	i	i	i	i	i	i	27
CC(C)(C)c1ccc(OCc2cnc(Cl)s2)cc1	i	2.5	i	i	i	i	i	i	i	i	-8
COc1cccc(C2N(c3ccc(Cl)c(Cl)c3)C(=O)C3CCCN32)c1OC (configuration not stated)	i	-1.0	i	i	i	i	i	i	i	i	4

Source: PubChem BioAssay (several laboratories)
